APJ antag: APJ receptor antagonism; AID 2521; inhibition, % at 20 µM; hit rate 0.32% among 330,000; P35414; CHO-K1 APJ beta-arrestin complementation, luminescence;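 active = inhibition above about 40% at 20 µM, limit read from the data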;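 note: cells challenged with 10 nM apelin-13 agonist together with compound; plate controls were apelin-13 plus DMSO wells for no effect and DMSO wells lacking apelin-13 for full effect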
Target sequence (P35414 whole entry, looked up): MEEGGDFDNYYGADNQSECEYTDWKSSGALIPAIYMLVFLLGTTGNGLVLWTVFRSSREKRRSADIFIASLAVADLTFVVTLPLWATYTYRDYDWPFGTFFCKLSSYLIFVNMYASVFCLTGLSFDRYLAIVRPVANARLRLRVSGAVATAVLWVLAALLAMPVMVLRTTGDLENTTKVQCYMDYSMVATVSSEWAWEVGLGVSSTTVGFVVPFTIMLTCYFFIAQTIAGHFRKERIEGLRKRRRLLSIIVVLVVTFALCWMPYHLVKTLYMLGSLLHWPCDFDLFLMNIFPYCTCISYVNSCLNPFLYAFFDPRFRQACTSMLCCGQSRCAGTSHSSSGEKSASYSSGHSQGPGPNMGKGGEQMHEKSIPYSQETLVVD
CXCR6 block: inhibitors of human CXCR6 receptor; O00574; CHO-K1 PathHunter CXCR6 beta-arrestin, luminescence; inhibition, % at 20 µM; hit rate 0.36% among 360,000; in the data active = inhibition above about 34%, passing the limit was not always enough;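 note: antagonist mode with CXCL16 agonist at 10 nM final; 0% = 10 nM CXCL16 with DMSO and 100% = unstimulated wells without agonist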
UBC13 polyUb: human UBC13 polyubiquitination inhibition | hit rate 0.47% among 330,000 | inhibition, % at 20 µM | P61088 | UBC13 polyubiquitin chain formation, TR-FRET; in the data active = inhibition above about 45%, passing the limit was not always enough; inconclusive = no clear call, values can overlap the other calls
Target sequence (P61088 whole entry, looked up): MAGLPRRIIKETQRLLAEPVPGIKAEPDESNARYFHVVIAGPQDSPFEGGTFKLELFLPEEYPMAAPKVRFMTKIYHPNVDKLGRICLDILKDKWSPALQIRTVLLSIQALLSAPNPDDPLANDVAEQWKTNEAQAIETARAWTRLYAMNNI
Gli-Sufu antag: Gli-Sufu pathway antagonism; Sufu-KO-LIGHT fibroblasts, Gli luciferase reporter luminescence; inhibition, % at 5 µM; hit rate 0.74% among 340,000; AID 588413;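 active = inhibition above about 55%, limit read from the data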;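 note: 0% = DMSO-treated cells and 100% = wells with medium but no cells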
ATG4B inh: ATG4B (human) cysteine protease inhibition. ATG4B cleavage of LC3-PLA2, NBD-HPC fluorescence, 1 h. Q9Y4P1. inhibition, % at 8.33 µM. hit rate 0.51% among 340,000; in the data active = inhibition above about 40%
CCR6 antagonist: blocks CCL20-driven beta-arrestin recruitment at human CCR6 | P51684 | CHO-K1 CCR6 PathHunter beta-arrestin, luminescence, CCL20-stimulated | inhibition, % at 20 µM | hit rate 0.49% among 340,000;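 active = compounds whose inhibition of the agonist-driven luminescence signal at 20 µM reaches about 50%, limit read from the data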;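 note: cells stimulated with CCL20 at 14 nM final; plate controls were DMSO with CCL20 for no effect and DMSO without agonist for full effect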
EBI2 block: EBI2 (human) antagonism; hit rate 0.81% among 360,000; inhibition, % at 5 µM; P32249; EBI2 beta-arrestin recruitment, luminescence, 7a,25-OHC stimulated; in the data active = inhibition above about 38%;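 note: enzyme fragment complementation signal reports receptor beta-arrestin coupling in cells; 0% = agonist plus DMSO wells and 100% = wells without agonist; some results beyond the cut were filed as inactive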
Target sequence (P32249 whole entry, looked up, the tested form may be a part): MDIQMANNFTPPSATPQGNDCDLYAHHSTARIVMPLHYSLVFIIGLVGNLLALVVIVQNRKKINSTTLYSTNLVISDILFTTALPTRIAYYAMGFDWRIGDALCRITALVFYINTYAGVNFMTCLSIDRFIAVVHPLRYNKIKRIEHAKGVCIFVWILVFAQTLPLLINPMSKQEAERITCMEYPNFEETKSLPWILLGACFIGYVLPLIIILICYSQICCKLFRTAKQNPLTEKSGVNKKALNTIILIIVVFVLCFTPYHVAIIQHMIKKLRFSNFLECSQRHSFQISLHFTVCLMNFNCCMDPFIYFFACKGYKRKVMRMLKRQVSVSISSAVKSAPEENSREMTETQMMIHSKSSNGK
APJ ag: activates the human apelin receptor APJ | P35414 | CHO-K1 APJ PathHunter beta-arrestin, luminescence; 0% DMSO wells, 100% apelin | activation, % at 20 µM | hit rate 0.11% among 330,000;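 active = activation more than six SD over the plate average, tested at 20 µM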;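 note: 0% = DMSO alone and 100% = apelin-13 at 10 nM; some results filed as inactive read as strong as hits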
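Material: CHO-K1 APJ beta-arrestin complementation cell line; Input: cell density 1000 per well; Incubation: compound stimulation 90 min at 25 °C, detection 60 min; Signal: luminescence from split beta-galactosidase complementation, Galacton Star/Emerald II substrate; Controls: DMSO-only wells as negative, 10 nM Apelin-13 as positive control.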
An asterisk follows results filed as active; ? = inconclusive; · = no result given.

SMILES	APJ antag	CXCR6 block	UBC13 polyUb	Gli-Sufu antag	ATG4B inh	CCR6 antagonist	EBI2 block	APJ ag
O=C(c1ccccc1)N1CCN(CCc2ccccc2)CC1	-10.8	4.8	-9.4	2.6	-5.7	8.8	-1.6	2.1
COc1ccc(-c2noc(-c3ccc4c(c3)OCO4)n2)cc1	9.9	4.1	1.4	-120.8	-8.9	5.9	-0.5	-4.3
Cc1cccc(N2CCN(C(=O)CCC(=O)N3Cc4ccccc4Oc4ncccc43)CC2)c1C	-3.5	1.9	8.1	19.8	4.6	10.3	6.5	-1.3
N/C(=N\OC(=O)CCCc1ccccc1)c1ccccc1Cl	-66.5	-3.2	7.3	-17.6	14.6	-3.9	-0.7	11.1
COc1cccc(NC(=O)CN(C)C(=O)c2cc(-c3cccc(Br)c3)nc3ccccc23)c1	-6.9	7.8	-4.0	-6.0	-21.3	1.8	-7.3	4.3
CC(=O)N1Cc2ccccc2CC1C(=O)N1CCN(c2ccccc2)CC1 (centres undefined)	-17.6	6.4	-5.1	5.0	-6.8	4.9	-9.1	0.4
CCc1ccc(OC(=O)Cc2ccc(OC)c(S(=O)(=O)N3CCOCC3)c2)cc1	23.1	-4.0	24.6	4.7	-10.3	6.1	1.3	-0.5
Cc1ccc(NC(=O)CCN2CCOCC2)cc1C	-10.3	-1.8	-3.2	-6.8	-4.0	-1.6	2.7	2.6
CC1=NN(c2ccc(C)cc2C)C(=O)C1C(c1cccc(O)c1)C1C(=O)N(c2ccc(C)cc2C)N=C1C (centres undefined)	3.0	4.1	-30.0	2.4	15.8	1.1	2.5	-1.3
Cc1ccc(C(=O)NN2CCOCC2)cc1	18.0	-0.9	-18.9	6.3	-6.3	6.4	-8.3	1.7
O=C(O)CSc1nnc(COc2ccccc2)n1-c1ccccc1	10.7	6.3	0.1	1.1	1.0	14.4	4.3	0.2
CC(C)CNC(=O)C1CCCN(S(=O)(=O)c2ccc(-n3cnnn3)cc2)C1 (centres undefined)	-3.0	6.2	4.5	4.3	11.3	0.4	-6.4	-7.4
COC(C(=O)Nc1ccc(S(=O)(=O)N2CCCCC2)cc1)c1ccccc1 (centres undefined)	-6.8	1.8	-5.6	-12.7	-2.8	1.5	7.3	0.0
Cc1ccc2cc(C#N)c(N3CCCN(S(=O)(=O)c4ccccc4)CC3)nc2c1	8.6	-3.4	?	-3.2	0.4	16.1	17.5	-0.6
CC(C)c1ccc(NC(=O)C2CCCN(S(=O)(=O)c3ccc4c(c3)C(C)(C)C(=O)N4C)C2)cc1 (centres undefined)	-75.9	5.3	-1.3	23.5	-5.6	24.7	9.3	-0.7
CC(C)Cn1nc(NC(=O)c2cccs2)c2cc3ccccc3nc21	6.9	-11.3	5.7	-3.2	2.7	13.4	-7.4	-0.6
CCO/C(C)=N/n1c2nc3ccccc3nc2c2c(=O)n(Cc3ccccc3Cl)c(C)nc21	2.3	-10.0	-2.2	0.5	-9.5	3.5	0.6	-8.0
O=C(O)C1CC=C(Cl)CC1C(=O)NC1CCCCC1 (centres undefined)	14.8	1.0	-0.5	·	-1.6	6.6	-0.7	3.5
CNc1nc(Oc2ccc(=O)n(C)n2)nc(N2CCOCC2)n1	-0.5	-10.0	8.4	-0.5	-1.7	8.0	-12.9	-1.3
CCOC(=O)c1c(NC(=O)CN2CCCCC2)sc2c1CCN(C(=O)OCC)C2	-0.9	14.0	-0.3	10.4	-10.4	21.0	14.4	-0.4
CC(C)NC(=O)CCN1C(=O)c2ccccc2Sc2ncccc21	9.6	-5.4	2.7	-0.1	-2.7	-2.0	-0.7	0.5
Cc1ccc2ncnc(NCCC(=O)O)c2c1	-25.0	0.5	-9.6	-1.7	6.4	16.9	-6.8	-0.3
NCCCCCc1cn([C@@H](CCC(=O)O)C(=O)NCCCCCCCCCCC(=O)N2CCNCC2)nn1	16.2	7.4	4.6	-5.4	-12.5	-9.3	-5.8	4.9
O=C(O)c1ccc(NC(=O)C(c2ccccc2)c2ccccc2)cc1	5.9	2.7	4.4	-0.5	7.1	13.0	-2.4	-0.9
COc1ccc(OC)c(NC(=O)CSc2nc(O)cc(=O)n2CC(C)C)c1	-6.3	-1.6	10.8	-26.7	6.2	7.5	0.4	-0.1

Some entries already given, limited to APJ antag.
mol	APJ antag
COc1ccc(-c2noc(-c3ccc4c(c3)OCO4)n2)cc1	9.9
Cc1cccc(N2CCN(C(=O)CCC(=O)N3Cc4ccccc4Oc4ncccc43)CC2)c1C	-3.5

Next entries.
SMILES	APJ antag	CXCR6 block	UBC13 polyUb	Gli-Sufu antag	ATG4B inh	CCR6 antagonist	EBI2 block	APJ ag
COC(=O)c1ccccc1NC(=O)CCc1ccccc1	-1.7	0.5	17.3	-0.7	7.0	11.5	8.9	-4.5
Cc1cc(C(=O)N2CCC(C)CC2)on1	-4.8	-2.1	0.3	-0.1	0.7	8.0	-11.5	-1.8
O=C(COC(=O)C1CCN(C(=O)c2ccc(Cl)cc2)CC1)NC1CCS(=O)(=O)C1 (centres undefined)	-4.9	-3.8	1.3	-2.7	-2.3	15.2	3.9	-1.2
COc1ccc(C(=O)c2coc3ccc(O)cc23)cc1	-8.9	-1.7	3.7	0.1	-6.6	-9.3	-0.1	0.5
COc1cccc(NS(=O)(=O)c2csc(C(N)=O)c2)c1	-0.3	0.6	11.1	8.7	-1.1	13.6	1.7	1.1
CS(=O)(=O)N1CCN(c2ccc(NC(=O)c3cccnc3Cl)cc2)CC1	-15.3	-4.5	-17.0	-5.9	6.9	-11.7	-1.5	2.4
CCN(C(=O)/C=C/c1ccc2c(c1)OCO2)c1ccccc1	8.5	5.2	4.9	-13.0	9.0	23.0	0.8	0.1
CC(C)(C)OC(=O)NCc1ccc(NC(=O)c2nc[nH]c2C(=O)NCCCNC(=O)c2[nH]cnc2C(=O)Nc2ccc(CNC(=O)OC(C)(C)C)cc2)cc1	-0.7	-2.3	3.3	4.8	2.6	8.2	-17.3	0.9
CN(C(=O)COC(=O)CNC(=O)CNC(=O)c1ccc(Cl)cc1Cl)c1ccccc1	-1.4	-6.8	-9.6	28.0	3.2	-1.2	8.0	-1.4
COC(=O)c1ccc(CNC(=O)C2CCC(=O)N(C3CCCCCC3)C2)cc1 (centres undefined)	18.8	5.7	1.0	-1.2	-6.5	6.9	-2.4	-4.1
Nc1nonc1-c1noc(-c2ccccc2)n1	7.5	-0.7	-0.5	-13.9	2.0	-5.6	-9.2	4.3
C(=N\Nc1ncnc2nc[nH]c12)/c1cccs1	-3.4	-1.4	-29.5	-32.2	2.1	17.4	-0.3	-2.6
C#CC1(O)CC(C)NCC1(C)CCC#N (centres undefined)	0.5	-1.7	-4.3	-2.9	4.7	-4.1	0.5	-6.4
O=C(Cn1nnc(N2CCCCC2)n1)c1ccc(Cl)c(Cl)c1	-0.1	0.8	-7.5	-25.1	0.6	9.7	5.3	-1.1
CCN(CC)c1ccc(/C=N/NS(=O)(=O)c2ccc(CNC(C)=O)cc2)cc1	17.0	-4.2	-8.5	36.5	-10.2	3.5	4.0	-2.9
O=C1CC(N2CCOCC2)C(=O)N1CCN1C(=O)CC(N2CCOCC2)C1=O (centres undefined)	7.6	0.8	-3.2	-7.7	-5.4	9.9	4.5	2.2
O=C(COC(=O)C12CC3CC(CC(C3)C1)C2)NNC(=O)c1ccccc1	-7.5	0.4	1.6	-8.5	1.3	-17.6	-7.9	-1.1
C[N+]1(CC(=O)OCCCc2ccccc2)CCOCC1	16.6	-1.4	5.1	-24.4	0.3	-8.1	1.0	-1.2
CCOc1ccc(S(=O)(=O)N2CCOCC2)cc1NC(=O)c1ccccc1F	8.8	-6.1	11.5	-6.5	-6.1	7.6	-3.5	0.7
O=C(CSc1nnc(-c2ccc(Br)o2)n1Cc1ccccc1)c1ccccc1F	5.1	11.8	2.7	·	56.9*	13.9	9.2	0.6
CCc1ccc(C(=O)c2cnc3ccc(OC)cc3c2N2CCN(CC)CC2)cc1	8.7	8.6	10.8	8.3	16.6	15.5	-68.3	-3.3
O=C(COC(=O)c1cc(S(=O)(=O)N2CCOCC2)ccc1O)Nc1cc(S(=O)(=O)N2CCCC2)ccc1Cl	-3.6	-3.8	0.7	-11.1	-3.6	2.3	-1.6	-1.0
O=C(NCC(=O)N1CCN(c2ccccc2F)CC1)c1ccco1	-17.0	3.0	2.2	-4.8	-11.0	10.6	-9.3	1.2
O=C(OCc1nnc(-c2ccccc2)o1)c1cn(-c2ccccc2)nc1-c1ccccc1	12.5	6.5	-1.5	-4.9	-4.1	-23.3	10.6	-3.5
CCCn1c(=N)n(CC(=O)c2ccc([N+](=O)[O-])cc2)c2ccccc21	-63.9	-5.6	-2.1	-3.4	-4.9	13.2	30.5	6.2

(next part)
SMILES	APJ antag	CXCR6 block	UBC13 polyUb	Gli-Sufu antag	ATG4B inh	CCR6 antagonist	EBI2 block	APJ ag
CN1C(=O)C2(OCC(CO)([N+](=O)[O-])CO2)c2ccccc21 (centres undefined)	-12.3	4.0	6.8	48.9	-4.4	-0.9	11.8	2.1
Cc1cc(-c2nnnn2-c2ccc(F)cc2)no1	6.3	-1.6	4.1	-88.7	-4.3	3.2	-17.3	-2.2
O=C1CCCC2=C1C(c1ccncc1)n1c(nc3ccccc31)N2 (centres undefined)	4.3	-5.6	8.0	-1.9	0.1	-0.2	8.1	-4.2
Cc1c(C)n(C)c2ccc([N+](=O)[O-])cc12	5.2	-2.4	-3.3	-1.0	-5.4	18.8	-20.4	-3.1
COc1cccc(C(C)NC(=O)Nc2ccccc2Cl)c1 (centres undefined)	-13.9	-6.0	2.1	-0.2	-12.2	-8.4	-0.5	-2.2
CCCN(C(=O)CCNC(=O)Cn1cnc2ccccc2c1=O)c1cccc(C)c1	-4.1	4.6	3.4	41.5	-3.4	12.2	-4.9	-2.1
Cc1ccc(OCCC(=O)Nc2ccc(F)c(F)c2)cc1	2.9	-8.4	4.2	-4.3	4.9	-1.0	6.4	-1.3
CC(=O)c1ccc(-n2c(CCC(=O)O)ccc2-c2ccccc2)cc1	14.9	4.7	5.1	0.5	-6.0	9.0	5.0	-1.0
CCOC(=O)c1c(N)nn(C(=O)C(C)C)c1-c1ccccc1	11.4	4.5	13.5	0.8	-0.6	18.3	6.7	-4.2
CCC(C)(c1nnnn1-c1c(C)cccc1C)N(N=O)c1ccccc1Cl (centres undefined)	·	-2.2	·	9.6	0.1	7.7	20.8	·
Cc1cc2nc(-c3ccc(SCc4ccccn4)nc3)[nH]c2cc1C	-37.3	-6.3	4.1	-53.7	-2.9	-21.6	39.3	8.0
O=C(CCc1ccc(S(=O)(=O)NCc2ccccc2)cc1)NCc1cccnc1	1.5	0.8	-2.9	0.1	-6.7	5.3	-6.1	-1.7
Cc1cc(C(=O)CSc2nn3c(=O)c(C(C)(C)C)nnc3s2)c(C)n1-c1ccc(F)cc1	26.3	4.5	-16.2	-2.5	-0.8	16.0	4.3	-4.4
Cc1ccc(C(=O)N2Cc3ccccc3CC2C(=O)O)cc1 (centres undefined)	7.8	-6.5	-1.0	-0.5	-7.0	-12.3	1.1	-1.5
O=C(c1ccc(N2CCOCC2)cc1)c1cccs1	3.1	-0.5	11.9	-123.9	6.9	3.3	-25.9	-4.8
O=C(O)c1ccc(CNC(=O)c2ccc3c(c2)C(=O)N(Cc2cccnc2)C3=O)cc1	-18.9	5.9	-8.4	46.6	2.9	14.1	-5.5	11.4

Looked up by compound from the list above (4):
SMILES	APJ antag	CXCR6 block	UBC13 polyUb	Gli-Sufu antag	ATG4B inh	CCR6 antagonist	EBI2 block	APJ ag
O=C1CCCC2=C1C(c1ccncc1)n1c(nc3ccccc31)N2 (centres undefined)	4.3	-5.6	8.0	-1.9	0.1	-0.2	8.1	-4.2
Cc1cc(-c2nnnn2-c2ccc(F)cc2)no1	6.3	-1.6	4.1	-88.7	-4.3	3.2	-17.3	-2.2
CN1C(=O)C2(OCC(CO)([N+](=O)[O-])CO2)c2ccccc21 (centres undefined)	-12.3	4.0	6.8	48.9	-4.4	-0.9	11.8	2.1
Cc1cc2nc(-c3ccc(SCc4ccccn4)nc3)[nH]c2cc1C	-37.3	-6.3	4.1	-53.7	-2.9	-21.6	39.3	8.0

Screens as filed in PubChem.
